Akt phos inh: HTS Assay for Inhibitors of Akt Phophorylation: Primary Screen | Neuro2A IGF-stimulated pAkt S473 HTRF, 20 min; active compounds read low | activity change, % for hits at 50 µM | actives 0.32% (n = 360,000); in the data active = activity change below about -80%; inconclusive = mostly about -51% to -80%; note: % is set by controls: 0 for no effect and ±100 for the full control effect
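Neuro2A cells (4,500/well, DMEM with 0.5% FBS) were treated with compound at a single 50 µM final concentration, stimulated with 6 nM IGF for 20 min at 37 °C, and lysed. Phospho-Akt Ser473 was read by HTRF as 665/615 ratio ×10^4.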
Abeta rescue: qHTS for compounds that reverse cellular toxicity of Amyloid beta (A-beta) peptide in yeast: Primary Screen. yeast expressing A-beta42, growth rescue, OD600, 48 h; response scale: 0% DMSO, 100% iron-clioquinol control. Potency, µM (doses to about 46.1 µM), without a hit: at the highest dose growth rescue, usual class: activators. actives 0.063% (n = 410,000); note: potency is the fitted concentration of half-maximal effect; nearly all actives have a fitted effect of over 55% in size
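Yeast A-beta toxicity model in growth medium with pinned compounds, 48 h at 30 C; growth read as absorbance at 600 nm. Normalized to FeCl3/clioquinol equimolar mix (positive) and DMSO (negative).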
TDP-43 yeast inh: qHTS of TDP-43 Inhibitors | TDP-43 expressing yeast growth rescue, BacTiter-Glo, 24 h | Potency, µM (series often up to 46.1 µM), inactives show at the highest dose growth rescue (activation), usual class: activators | actives 1.8% (n = 410,000); note: potency is the fitted concentration of half-maximal effect; % of control where 0% means no effect; nearly all actives have a fitted effect of over 50% in size
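Readout is BacTiter-Glo luminescence of cell growth, so inhibitors register as activators. TDP-43-expressing yeast at OD600=0.02 in galactose medium, after raffinose pregrowth to mid-log, were incubated with compound for 24 hr at 30 deg C.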
aSyn rescue: qHTS of alpha-syn Inhibitors; actives 0.14% (n = 370,000); Yeast expressing alpha-synuclein, growth rescue, BacTiter-Glo, 24 h; Potency, µM (top dose mostly 46.1 µM), for inactives: top-dose growth rescue (activation), usual class: activators; note: potency is the fitted concentration of half-maximal effect; % of control where 0% means no effect; nearly all actives have a fitted effect of over 65% in size
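Screening used galactose-induced yeast with toxic alpha-synuclein levels, exposed to compound for 24 hr at 30 deg C. Cell growth, read with BacTiter-Glo luminescence, gave the measured signal.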
DRD3 antagonist: qHTS of D3 Dopamine Receptor Antagonist: qHTS. D3R cells, DiscoveRx beta-arrestin luminescence, antagonist mode; active compounds read low. max response, negative = inhibition, %. actives 2.5% (n = 360,000). AID 652054, 2013; in the data active = max response below about -50%; inconclusive = no clear call, values can overlap the other calls; note: % is set by controls: 0 for no effect and ±100 for the full control effect; mostly tested at two doses, the higher about 12 µM
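Cells expressing the human receptor were seeded at 1500 cells/well, incubated overnight at 37 degrees C in 5% CO2, then exposed to library compounds with dopamine controls for 90 minutes at 37 degrees C before luminescent detection.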
FUS suppressor: qHTS for Suppressors of FUS Proteinopathy: Primary screen using FUS-linked yeast assay; S. cerevisiae FUS-expressing, growth rescue, OD600, 24 h; Potency, µM (doses to about 76.6 µM), for the others: at the top dose growth rescue (activation), hits mostly activators; actives 0.24% (n = 390,000); AID 1347120, 2019;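 note: potency is the fitted concentration of half-maximal effect; plate controls were DMSO vehicle for no effect and reference control for full effect; nearly all actives have a fitted effect of over 55% in size; some results filed as inactive show a strong effect at the top dose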
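Quantitative HTS measuring growth restoration of FUS-toxic yeast. Galactose-induced cells (OD 0.005) were exposed 24hr at 30C to compounds at several concentrations, then absorbance at 600 nm was recorded.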
GLP-1R inv ag: qHTS of GLP-1 Receptor Inverse Agonists (Inhibition Mode); Glucagon-like peptide 1 receptor (Homo sapiens), P43220; HEK293 GLP-1R CRE-luciferase, luminescence, 24 h; GLP-1R form is constitutively active; Potency, µM (top dose mostly 38.3 µM), without a hit: at the highest dose activity change, negative = inhibition, hits mostly inhibitors; actives 1.6% (n = 410,000); AID 624417, 2012; note: potency is the fitted concentration of half-maximal effect; % is set by controls: 0 for no effect and ±100 for the full control effect; nearly all actives have a fitted effect of over 55% in size
Target sequence (P43220 whole entry, looked up): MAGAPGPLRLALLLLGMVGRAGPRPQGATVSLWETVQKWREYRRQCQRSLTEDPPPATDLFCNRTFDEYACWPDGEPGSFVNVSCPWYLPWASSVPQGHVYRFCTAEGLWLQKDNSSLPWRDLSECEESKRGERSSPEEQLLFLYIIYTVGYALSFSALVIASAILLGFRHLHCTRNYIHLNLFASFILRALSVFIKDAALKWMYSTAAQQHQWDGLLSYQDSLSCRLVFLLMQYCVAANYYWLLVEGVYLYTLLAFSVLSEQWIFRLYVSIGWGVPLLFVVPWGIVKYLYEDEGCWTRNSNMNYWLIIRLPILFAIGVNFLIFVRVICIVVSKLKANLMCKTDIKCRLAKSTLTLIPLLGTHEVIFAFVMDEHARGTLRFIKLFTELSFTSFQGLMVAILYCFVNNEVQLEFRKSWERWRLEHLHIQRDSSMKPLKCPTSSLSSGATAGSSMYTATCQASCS
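Stable HEK293 clone (constitutively active GLP-1R + cAMP-response luciferase); 200 cells/uL plated, 12 h pre-culture, compound 24 hr, 37 deg C/5% CO2; detection reagent 12 min RT; luminescence.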
PTHR1 agonist: qHTS for PTHR1 Agonists: Primary Screen. actives 0.075% (n = 410,000). Parathyroid hormone/parathyroid hormone-related peptide receptor (Homo sapiens), Q03431. Potency, µM (series often up to 115 µM), for inactives: top-dose activation, hits mostly activators. HEK293 GP2 PTHR1 cells, GloSensor cAMP luminescence, 1 h; note: potency is the fitted concentration of half-maximal effect; nearly all actives have a fitted effect of over 55% in size; some results filed as inactive show a strong effect at the top dose; inactives centre near -15; many of its hits are not listed in these tables
Target sequence (Q03431 whole entry, looked up): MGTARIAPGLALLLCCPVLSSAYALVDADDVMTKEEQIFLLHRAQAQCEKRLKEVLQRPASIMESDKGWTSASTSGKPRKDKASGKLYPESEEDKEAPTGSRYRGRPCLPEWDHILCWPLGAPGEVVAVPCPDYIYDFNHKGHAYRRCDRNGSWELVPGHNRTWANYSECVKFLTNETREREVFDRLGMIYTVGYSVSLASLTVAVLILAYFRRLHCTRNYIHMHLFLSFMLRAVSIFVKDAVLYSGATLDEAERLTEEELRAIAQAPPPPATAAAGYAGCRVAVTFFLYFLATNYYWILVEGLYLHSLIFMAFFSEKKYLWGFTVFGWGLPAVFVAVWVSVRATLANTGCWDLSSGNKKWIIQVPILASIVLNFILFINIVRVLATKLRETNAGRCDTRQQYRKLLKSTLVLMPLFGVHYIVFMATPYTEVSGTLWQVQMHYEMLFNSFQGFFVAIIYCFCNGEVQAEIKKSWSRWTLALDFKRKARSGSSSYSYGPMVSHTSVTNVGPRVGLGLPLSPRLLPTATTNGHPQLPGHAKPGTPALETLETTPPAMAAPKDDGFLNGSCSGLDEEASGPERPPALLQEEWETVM
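HEK-293-derived GP2 cells expressing PTHR1 and a GloSensor cAMP reporter, 3,000/well, plated overnight, given luciferin plus IBMX (each 0.5 mM as added) for 1 h at 37 °C, then compound for 1 h at 37 °C. Luminescence was read after 15 min at room temperature.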
GLP1R ag: qHTS of GLP-1 Receptor Agonists; HEK293 GLP-1R CRE-luciferase, luminescence, 4-6 h; cells express a hypersensitive GLP-1R form; Potency, µM (highest dose often 45.6 µM), inactives show top-dose activation, hits mostly activators; AID 624172, 2012; actives 0.007% (n = 380,000); Glucagon-like peptide 1 receptor (Homo sapiens), P43220; note: potency is the fitted concentration of half-maximal effect; % of control where 0% means no effect
Starred values were filed as active, the others as inactive; i = inactive; ? = inconclusive; . = no result given; & = joins results of further samples; [ ] = another dose, or the depositor's remark. Unless noted, calls come from the whole dose curve; as a rule, active = well fitted curve in the direction sought with a large enough effect; inconclusive = small, poorly fitted or top-dose-only effect, or another doubt; inactive = no such curve, though single readings can be large; an effect the other way counts as inactive or inconclusive. Only part of the results is shown; rates above refer to the full screens.

SMILES	Akt phos inh	Abeta rescue	TDP-43 yeast inh	aSyn rescue	DRD3 antagonist	FUS suppressor	GLP-1R inv ag	PTHR1 agonist	GLP1R ag
COc1ccc(C2=NCC(=O)N(CC(=O)NCc3ccco3)c3sc4c(c32)CCCC4)cc1	i	-16%	-25%	1%	?	?	0%	2%[57.5 µM]	3%
Cc1cc(O)c2c(C)c(CC(=O)N3C[C@H]4C[C@@H](C3)c3cccc(=O)n3C4)c(=O)oc2c1	i	-18%	-13%	-5%	-14	2%	-4%	-9%	1%
CCOP(=O)(OCC)c1nc(-c2cccc3ccccc23)oc1NCCc1ccc(OC)cc1	i	9%	19%	-2%	17	.	?	i	2%
O=c1[nH]c(=O)n(C2CCCCCC2)c(O)c1C=NCc1ccc(F)cc1	i	?	13%	6%	12	18%	10µM*	-10%[57.5 µM]	-3%
COc1ccc(C2NCc3ccc4c(c3-n3cccc32)OCO4)cc1OC (centres undefined)	i	4%	-6%	7%	4	48%	?	-1%	7%
CC(C)OP(=O)(O)NC(=O)c1ccccc1	i	-10%	12%	5%	10	-31%	8%	-30%[inhibitor]	-1%
CC(=NCCc1c[nH]c2ccccc12)c1c(O)n(Cc2ccccc2)c(=O)[nH]c1=O	i	3%	-14%	-3%	-2	-1%	?	-26%	0%
O=C(O)C(O)(c1ccccc1)C1CCCCC1 (centres undefined)	i	18%	11%	7%	9	-8%	8%	-9%	-6%
CN(C)CCN(C(=O)c1ccc(S(=O)(=O)N2CCc3ccccc32)cc1)c1nc2ccc(F)cc2s1	i	7%	-31%[inhibitor]	9%	-13	30%	?	i	-2%
CC/C(=N\N1CCN(C)CC1)c1c(O)[nH]c(=O)[nH]c1=O	i	2%	3%	-7%	-10	-25%	44%[activator]	i	6%
CCc1c(-c2ccccc2)nc2ccccc2c1C(=O)N1CCC2(CC1)OCCO2	i	-26%	-17%	-6%	-4	3%	5%	-23%	-1%
CSCCC(N=Cc1c(O)n(-c2ccc(F)cc2)c(=O)[nH]c1=O)C(=O)OC(C)(C)C (centres undefined)	i	-8%	0%	-7%	-17	-2%	5%	i	11%
CNCC(O)c1cc(F)c(OCc2ccccc2)c(OCc2ccccc2)c1F (centres undefined)	.	-19%	.	.	.	12%	.	-13%	-3%
CCCCn1c(=O)c(C=Nc2cccnc2Cl)c(O)n(CCCCl)c1=O	i	2%	-6%[0.397 µM]	2%	6	11%	-13%	-6%	-1%
CC1[C@H]2Cc3ccc(O)cc3[C@]1(C)CCN2CCc1ccccc1 (some centres undefined)	i	-15%	24%	-4%	-25	-35%	-27%	i	14%
CS(=O)(=O)c1ccc(C2=C(CNC(=O)c3cccs3)[C@H]3CC[C@@H](C2)N3Cc2ccco2)cc1	i	1%	0%	13%	-6	2%	4%	-5%	-4%
C(#CCN1CCCC1)CN1CCCC1	i	0%	-8%	0%	-6	-9%	-7%	i	1%
C[N+]1(C)C2CCC1CC(OC(=O)c1c[nH]c3ccccc13)C2 (centres undefined)	i	-10%	11%	2%&6%	9	-14%	2%	i	5%&6%
CCN1CCN(Cc2cc(Br)cc(Br)c2O)CC1	i	8%	-1%	1%	?	-1%	?	i	-8%
Cn1cc(C(=O)OCC(=O)NC2CCCC2)c2ccccc21	i	-18%	-13%	15%	19	.	-19%	i	2%
COC(=O)[C@H](Cc1ccccc1)N(Cc1ccccc1)S(=O)(=O)N(Cc1ccccc1)[C@@H](Cc1ccccc1)C(=O)OC	i	4%	8%	6%	24	5%	?	-42%	0%
CC(=O)Nc1ccc(OC(=O)N2CCCCC2)cc1	i	-15%	-1%	-7%	12	14%	6%	-6%[57.5 µM]	-6%
Cc1ccccc1-n1c(O)c(/C=C2/C(c3ccccc3)=Nc3ccccc32)c(=O)[nH]c1=O	i	-38%[inhibitor]	-21%	-31%[inhibitor]	-5	.	?	-40%[inhibitor]	-17%
O=P(Oc1ccccc1)(Oc1ccccc1)N1CCOCC1	i	-1%	24%	22%	-9	-3%	5%	i	8%
Cc1ccc(C)c(CN2CCC(n3nnc4cc(F)ccc43)CC2)c1	i	-19%	-8%	-5%	-9	-16%	-2%	?	9%

3 entries already listed, arranged by molecular weight, smallest number first.
SMILES	Akt phos inh	Abeta rescue	TDP-43 yeast inh	aSyn rescue	DRD3 antagonist	FUS suppressor	GLP-1R inv ag	PTHR1 agonist	GLP1R ag
C(#CCN1CCCC1)CN1CCCC1	i	0%	-8%	0%	-6	-9%	-7%	i	1%
Cc1cc(O)c2c(C)c(CC(=O)N3C[C@H]4C[C@@H](C3)c3cccc(=O)n3C4)c(=O)oc2c1	i	-18%	-13%	-5%	-14	2%	-4%	-9%	1%
Cc1ccccc1-n1c(O)c(/C=C2/C(c3ccccc3)=Nc3ccccc32)c(=O)[nH]c1=O	i	-38%[inhibitor]	-21%	-31%[inhibitor]	-5	.	?	-40%[inhibitor]	-17%

Limited to PTHR1 agonist, GLP1R ag and TDP-43 yeast inh, for some of the entries so far:
mol | PTHR1 agonist | GLP1R ag | TDP-43 yeast inh
CC(=O)Nc1ccc(OC(=O)N2CCCCC2)cc1 | -6%[57.5 µM] | -6% | -1%
Cc1ccccc1-n1c(O)c(/C=C2/C(c3ccccc3)=Nc3ccccc32)c(=O)[nH]c1=O | -40%[inhibitor] | -17% | -21%

(more compounds)
SMILES	Akt phos inh	Abeta rescue	TDP-43 yeast inh	aSyn rescue	DRD3 antagonist	FUS suppressor	GLP-1R inv ag	PTHR1 agonist	GLP1R ag
Cn1c(O)c(C=NC2CCN(Cc3ccccc3)CC2)c(=O)[nH]c1=O	i	-5%	1%	-8%	-29	-9%	-17%	i	0%
CC12CCC(O)CC1CCC1C2CCC2(C)C(C(=O)CC(O)C(F)(F)F)CCC12 (centres undefined)	i	-4%	-22%	21%	38	.	-25%	-45%[inhibitor]	8%
CCOc1ccc2nc(NC(=O)c3cccn(Cc4ccccc4C)c3=O)sc2c1	.	-2%	?	0%	.	-23%	11%	i	-1%
CCOc1ccc(C(=O)Nc2cccc(C(=O)OCc3cc(=O)n4nc(C5CC5)sc4n3)c2)cc1	.	-8%	9%	.	.	-1%	?	-32%[inhibitor]	.
CC(=O)CC(=O)C1C(=O)N(C)C(=O)N(C)C1=O	i	7%	-5%	0%	-27	-2%	14%	-30%	-4%
CCOP(=O)(NC(C)C)Oc1ccc(SC)c(C)c1 (centres undefined)	i	7%	22%	0%	15	-2%	-25%	-19%	13%
O=P(CN1CCN(c2ccccc2)CC1)(N1CCCCC1)N1CCCCC1	i	-19%	-11%	-2%	?	?	0%	i	5%
O=c1c2ccccc2nc(-c2ccccc2)n1-n1cccc1	i	-3%	10%	-1%	18	-11%	?	i	8%
COc1ccc2nc(/N=C/c3c(O)n(-c4cccc(Cl)c4)c(=O)[nH]c3=O)sc2c1	i	-1%	-24%	-12%	-20	.	0%	4%	9%
CCC(=NCCCN1CCOCC1)c1c(O)n(-c2ccccc2C)c(=O)[nH]c1=O	i	-6%	5%	-1%	-1	-25%	19%	-13%	1%
Clc1ccc(CN2CCNCC2)cc1	i	9%	4%	4%	-7	13%	10%	i	-6%
Cc1ccc(CN2CCN(Cc3ccccc3)CC2)cc1	i	-4%	?	-8%	?	-12%	-19%	-16%	2%
O=C(Nc1sc2c(c1C(=O)Nc1ccc(Cl)cc1)CCCC2)c1cccs1	.	-8%	8%	.	.	10%	0%	-94%[inhibitor]	.
CC(C(=O)O)N(C(=O)c1ccccc1)c1ccc(F)c(Cl)c1 (centres undefined)	i	-10%	-22%	0%	-10	12%	12%	-8%	0%
CC(=O)c1cn(CCCOc2ccccc2)c2ccccc12	i	6%	11µM*	14%	35	16%	?	-32%	13%
Cn1c(O)c(C=NC2CCCCCC2)c(=O)[nH]c1=S	i	-4%	23%	-7%	11	-11%	15%	-7%	11%
Cc1ccccc1C(=O)Oc1cccc(Nc2ncnc3ccccc23)c1	i	15%	21%	-5%	164	17%	11µM*	i	-16%
O=c1[nH]c(=O)n(Cc2ccco2)c(O)c1C=NCCCn1ccnc1	i	9%	-4%	-7%	17	15%	4%	10%[57.5 µM]	-3%
O=C(NCCN1CCOCC1)c1ccc(Cl)nc1	i	-5%	-5%	-1%	-15	-3%	2%	i	4%
Oc1cc(Cl)cc(Cl)c1Cl	i	-22%	0%	0%	42	-36%	1%	-55%[inhibitor]	1%
CCOP(=O)(OCC)C(NC(=O)Cc1ccccc1)C(Cl)(Cl)Cl (centres undefined)	i	-8%	1%	3%	16	-20%	13%	-2%	3%
CCC1CN1P(=O)(N1CCCC1)N1CC1CC (centres undefined)	i	10%	12%	-1%	0	.	19%	i	-1%
Cc1cccc(NC(=O)c2ncn3c2C(=O)NC[C@@H]3C)c1	i	9%	0%	-9%	28	1%	3%	-19%	2%
O=C(Nc1ccccn1)NC12CC3CC(CC(C3)C1)C2	i	23%	3.2µM*	-7%	43	-14%	1.4µM*	i	2%
COC(=O)C1=C(c2ccc(OC)c(OC)c2)C[C@@H]2CC[C@H]1N2C(=O)NCc1cccc2ccccc12	i	7%	-9%	1%	-29	?	-16%	-15%	2%
O=C1NC(=O)N(Cc2ccc(F)cc2)C(=O)/C1=C/c1cccs1	i	?	?	0%	-19	7%	-19%[0.307 µM]	-26%	-17%
CCC[C@H](N[C@@H](CCC)[C@H](O)c1ccccc1)[C@H](O)c1ccccc1	i	14%	-22%	-2%	-14	35%	?	-11%	10%
CC1CCCCC1NC1CCN(C)CC1 (centres undefined)	i	-8%	-9%	2%	-4	-13%	-30%	i	0%
